Source: PubChem BioAssay (several laboratories)
CF NFkB inh = blocks PAF-induced NF-kB reporter in cystic fibrosis cells; KKLEB NF-kB-GFP reporter, GFP fluorescence overnight; inhibition, % at 5 µM; actives 0.86% (n = 360,000); AID 588850;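 active means at least 50% inhibition at 5 µM, scaled per plate between neutral and stimulator controls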;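 further: PAF is a Pseudomonas aeruginosa culture filtrate used as stimulus; plate controls were PAF-stimulated DMSO wells for no effect and unstimulated DMSO wells for full effect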
TRPM1 prom inh = reduces MITF-dependent TRPM1 promoter luciferase signal; SK-MEL-5 TRPM1 promoter luciferase, 24 h; inhibition, % at 12.5 µM; actives 0.83% (n = 330,000); AID 488899;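 active means mean inhibition across replicates of 60% or more, whatever share of single replicates reaches that level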; further: values of inactives mirror those of a sister screen read the other way
NR2E3 ag-1 = activates human NR2E3 receptor; AID 602229; actives 0.35% (n = 360,000); CHO-S Gal4-NCOR/VP16-NR2E3 two-hybrid, luciferase; inhibition of corepressor binding, % at 3.98 µM;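 active means inhibition above the mean of all tested compounds plus 3 SD, cut at about 70% in these data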;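 further: 0% = DMSO with NR2E3 transfected cells and 100% = cells lacking NR2E3 construct; higher means lower luciferase signal from less NR2E3 corepressor binding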
Target sequence (Q9Y5X4 whole entry, looked up, the tested form may be a part): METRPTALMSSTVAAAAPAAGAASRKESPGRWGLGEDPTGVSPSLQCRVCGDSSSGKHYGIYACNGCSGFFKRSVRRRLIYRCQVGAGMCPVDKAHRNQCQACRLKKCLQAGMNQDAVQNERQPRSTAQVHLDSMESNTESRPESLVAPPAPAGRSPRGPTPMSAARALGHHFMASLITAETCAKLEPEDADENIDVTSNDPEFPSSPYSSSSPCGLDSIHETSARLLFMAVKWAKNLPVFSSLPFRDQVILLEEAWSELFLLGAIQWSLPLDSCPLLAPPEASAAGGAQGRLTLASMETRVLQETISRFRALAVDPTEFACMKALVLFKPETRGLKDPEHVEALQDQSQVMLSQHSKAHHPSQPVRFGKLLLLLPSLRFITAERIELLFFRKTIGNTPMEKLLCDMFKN
KKLEB cytotox = reduces viability of KKLEB cystic fibrosis airway cells; KKLEB CF airway cells viability, ATPlite luminescence, overnight; stronger effect = lower value; cells stimulated with P. aeruginosa culture filtrate; activity change (cytotoxicity), % at 5 µM; actives 0.36% (n = 360,000); AID 602141;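 active means corrected activity change at or below -50% at 5 µM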
C8 TRAIL sens = sensitizes caspase-8 expressing cells to TRAIL | NB7+C8 cells + TRAIL, ATPlite viability luminescence | inhibition (viability loss, TRAIL sensitization), % at 10 µM | actives 1% (n = 360,000);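 active means compounds causing at least 50% loss of cell viability in the single-dose screen, relative to plate controls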
Peg3 promoter = inhibitors of Peg3 promoter; inhibition, % at 20 µM; actives 1.7% (n = 360,000); HeLa PEG-Prom luciferase reporter, luminescence, overnight;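 active means inhibition of at least 50% at 20 µM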
iPSC survival up = enhancers of human iPSC single-cell survival; hiPSC single-cell survival, ATPlite luminescence; 100% = ROCK inhibitor wells, 0% = DMSO; survival enhancement, % at 20 µM; actives 0.044% (n = 360,000); AID 602274; in the data active means survival enhancement above about 18%;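 further: cells exposed to compounds for 16 hours before the ATP read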
LMP1 NFkB inh = reduces LMP1-driven NF-kappaB luciferase signal; LMP1-induced NF-kappaB luciferase reporter cells, luminescence; inhibition, % at 12.5 µM; actives 0.69% (n = 350,000); in the data active means inhibition above about 41%;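 further: 0% = neutral control wells and 100% = reference inhibitor control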
HIF-2a inh = inhibitors of HIF-2a; 786-0 RCC cells HIF-2a reporter, luciferase luminescence, overnight; AID 624352; inhibition, % at 18.8 µM; actives 0.72% (n = 360,000);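 active means inhibition of the luminescence signal of 40% or more relative to plate controls, in a single-dose primary screen at 18.75 µM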
Shn3 3UTR inh = reduces Shn3 3'UTR luciferase signal in osteoblasts. Clone20 osteoblast Shn3 3'UTR firefly luciferase, 24 h. inhibition, % at 12.5 µM. actives 0.52% (n = 360,000);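 active means mean inhibition of at least 75% with every replicate also reaching 75%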;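 further: 0% = median of neutral control wells and 100% = pilot-screen positive control compound; some compounds past the cut are filed as inactive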
NR2E3 ag-2 = agonists of human nuclear receptor NR2E3; GST-NR2E3/biotin-RetCOR TR-FRET, 1536-well; inhibition of corepressor binding, % at 4.78 µM; actives 0.12% (n = 320,000); AID 2300;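 active means percent inhibition above the cutoff of mean plus 3 SD of all tested compounds, set per screening campaign, cut at about 20% in these data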;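 further: 0% = DMSO wells and 100% = biotin wells as full block of FRET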
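Material – GST-tagged NR2E3 plus biotinylated RetCOR corepressor · Quantity – NR2E3 fusion 1.35 nM · Times – 5 h incubation at 4 °C · Medium – pH 7.5 Tris-based buffer · Technique – TR-FRET, Eu(K)-anti-GST donor, streptavidin-D2 acceptor, ex 340, em 617/671 nm · Benchmarks – high control biotin, low control 0.6% DMSO · Format – 1536-well plates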
* = called active by the depositor; . = not tested or not shown. The list is partial, so the mix of outcomes need not match the whole.

SMILES	CF NFkB inh	TRPM1 prom inh	NR2E3 ag-1	KKLEB cytotox	C8 TRAIL sens	Peg3 promoter	iPSC survival up	LMP1 NFkB inh	HIF-2a inh	Shn3 3UTR inh	NR2E3 ag-2
COc1ccc(CN2CCNC(=O)C2CC(=O)NCCCn2cccn2)cc1C (centres undefined)	11.6	-6.6	-21.9	-9.2	-6.2	6.0	0.1	0.9	6.0	-30.4	0.7
COc1ccc(Cl)cc1N1C(=O)CN(Cc2cc(OC)c(OC)c(OC)c2)C1=S	-14.0	12.8	-6.4	3.4	0.1	22.4	0.2	4.8	20.3	1.6	-1.9
Cc1cc(C)cc(NC(=S)N2C3CCCC2CC(NC(=O)C2CC2)C3)c1 (centres undefined)	-9.9	0.6	-2.0	0.6	-18.7	1.9	-0.4	5.3	6.5	7.5	1.7
O=C(C1CC1)N1CCN(C(c2ccccc2)c2ccccc2)CC1	-8.9	5.1	16.1	9.0	17.2	-1.4	3.2	0.9	-4.6	-3.2	2.5
CC(C)Oc1ccc(OCCCN2CCCCCC2)cc1	0.6	2.9	8.6	11.2	-12.8	1.4	-2.5	-4.3	-7.0	-12.7	-2.3
CCOC(=O)N1CCN(C(=O)CN(c2cccc(C(F)(F)F)c2)S(=O)(=O)c2ccccc2)CC1	-8.6	0.2	-3.3	-0.3	13.7	32.9	0.2	-3.6	9.8	8.1	2.7
Cc1ccc(NC(=O)COc2coc(CN3CCc4ccccc4C3)cc2=O)cc1Cl	-2.8	3.0	-7.8	-0.6	1.3	12.8	-0.2	7.6	-21.9	13.3	-2.6
CCC(=O)NCc1c(C)c(C)n(Cc2ccccc2)c1-n1cccc1	-14.6	2.6	3.5	8.9	-5.9	18.6	-0.3	8.9	10.0	-32.9	-0.1
COc1ccc(NC(=O)CN(C)C(=O)c2cc(-c3ccc(Cl)cc3)nc3ccccc23)cc1	2.2	3.3	-6.3	-18.9	11.8	44.1	-0.3	4.2	-40.0	25.6	-1.8
Cc1nn(Cc2ccccc2)c(C)c1C(=O)NCCN1C(=O)S/C(=C\c2ccc(F)cc2)C1=O	1.2	7.3	-14.4	2.8	-4.4	-2.1	-0.7	13.4	17.3	-0.7	4.2
COc1cc(=O)[nH]c(SC(C)C(=O)Nc2ccc3ccccc3c2)n1 (centres undefined)	5.8	26.9	12.8	-3.8	-10.1	28.8	-0.5	7.0	16.5	13.9	4.3
O=C(O)c1ccc(N(c2ccccc2)c2ccccc2)cc1	-4.1	5.0	24.2	6.6	-10.4	8.3	0.7	-4.3	15.2	-14.0	2.4
CCn1c(O)c(N=NC(=O)CNC(=O)/C=C/c2ccco2)c2ccccc21	7.3	-14.0	-24.1	-0.5	-20.6	8.9	-0.5	4.3	-2.1	-7.9	-1.3
Cc1cc(Cl)c(S(=O)(=O)N2CCCC2)cc1OCC(N)=O	15.9	-8.6	9.8	8.0	-5.7	-1.4	-0.9	-6.8	27.0	6.6	-1.4
Cc1cc(NC(=O)COc2nnc(-c3ccccc3)c3ccccc23)no1	-2.0	-0.3	-4.4	2.2	2.1	12.4	3.8	-1.9	22.6	12.1	0.3
O=C(O)c1cc(-c2ccc3ccccc3n2)nc2ccccc12	3.6	-4.8	-76.5	-9.9	77.6*	-97.7	-0.8	18.5	-102.1	-19.9	-0.3
CN(Cc1cccs1)C(=O)/C=C/c1ccccc1[N+](=O)[O-]	3.9	-5.2	-20.6	-0.4	6.4	-44.7	1.6	-4.5	-91.6	1.0	-1.8
COc1ccc2c(c1OC)C(=O)N(c1ccc(C)c(C)c1)C2=O	1.6	-29.0	-31.1	-2.0	-3.3	-72.4	-2.2	-25.0	-121.8	-10.7	1.1
CC1(C(=O)NS(=O)(=O)c2ccc(C#N)cc2)CCN1C(=O)c1ccc(C2CCCCC2)cc1 (centres undefined)	7.3	.	-35.1	6.4	-1.5	-8.9	-0.2	.	-3.5	-4.9	.
Cc1noc(C)c1COc1ccc(C(=O)N2CCN(c3ccccc3O)CC2)cc1	-60.7	.	15.3	25.9	-9.8	1.1	-0.3	4.2	-1.3	11.8	1.9
Fc1ccc(-c2csc(/C=C/c3ccc4c(c3)OCO4)n2)cc1	-5.8	-19.8	-59.5	-3.9	3.4	-193.2	1.3	-22.6	-269.9	-7.2	-4.5
O=C(COC(=O)/C=C/c1cccc(Br)c1)NC1CCCC1	-12.3	-3.6	-14.5	7.4	5.4	5.7	2.1	-9.2	5.5	-4.3	.
CCc1noc(C)c1C(=O)N1CCCC(C(=O)c2ccc(OC)c(F)c2)C1 (centres undefined)	-9.5	-0.1	3.9	3.6	-0.6	12.6	6.4	10.2	14.6	18.3	-1.0
CCn1c(SCc2ccc(Cl)cc2)nnc1-c1ccccc1	-10.7	-1.1	-48.6	10.8	6.6	-11.4	-0.9	1.0	-8.1	-6.9	-0.3
CCOP(=O)(c1ccccc1)c1nc(-c2ccccc2Cl)oc1N1CCCCC1 (centres undefined)	24.0	-1.2	-19.5	-9.7	1.2	22.5	-1.8	-8.9	11.1	24.1	0.7

Part of the list above, reduced to iPSC survival up and CF NFkB inh.
structure	iPSC survival up	CF NFkB inh
COc1ccc(NC(=O)CN(C)C(=O)c2cc(-c3ccc(Cl)cc3)nc3ccccc23)cc1	-0.3	2.2
Cc1nn(Cc2ccccc2)c(C)c1C(=O)NCCN1C(=O)S/C(=C\c2ccc(F)cc2)C1=O	-0.7	1.2

Single entries from the results shown:
Under iPSC survival up, `COc1ccc(NC(=O)CN(C)C(=O)c2cc(-c3ccc(Cl)cc3)nc3ccccc23)cc1` is listed with -0.3
Under LMP1 NFkB inh, `CCc1noc(C)c1C(=O)N1CCCC(C(=O)c2ccc(OC)c(F)c2)C1` (centres undefined) is listed with 10.2
Under Peg3 promoter, `CCOC(=O)N1CCN(C(=O)CN(c2cccc(C(F)(F)F)c2)S(=O)(=O)c2ccccc2)CC1` is listed with 32.9

Continuation:
SMILES	CF NFkB inh	TRPM1 prom inh	NR2E3 ag-1	KKLEB cytotox	C8 TRAIL sens	Peg3 promoter	iPSC survival up	LMP1 NFkB inh	HIF-2a inh	Shn3 3UTR inh	NR2E3 ag-2
Cc1cc(C)nc(Nc2nc(C(N)Cc3ccc(Cl)cc3)cs2)n1 (centres undefined)	11.2	.	-7.0	-2.2	19.3	91.9*	-4.2	.	10.0	1.3	.
COc1ccccc1N(C)S(=O)(=O)c1ccc(Cl)c(C(=O)OCc2c(C)noc2C)c1	-23.2	8.8	1.1	-2.8	-4.0	25.4	-0.8	4.1	13.7	68.2	-1.4
O=C(O)C[C@H]1c2ccc(C(F)(F)F)cc2S(=O)(=O)N1Cc1ccccc1	-0.1	-7.9	-8.6	-8.9	-25.3	-4.4	5.6	-8.6	7.9	5.2	6.8
Cc1nn(Cc2ccccc2Cl)c(C)c1C(=O)NC1=NCCS1	12.2	-2.9	-13.2	-1.3	-1.4	-10.1	-2.6	3.7	-22.8	0.2	2.6
CC[C@@]1(C(=O)OC)N[C@H](CN(C)C(=O)C2CCCCC2)[C@@H]2C(=O)N(C)C(=O)[C@@H]21	0.2	-15.7	6.6	4.8	2.2	-9.8	1.9	-8.9	0.0	-15.5	.
COc1ccc(Br)c2c1C(=O)CC2	-38.1	-4.5	15.8	-10.2	-11.5	8.9	0.0	6.0	-4.1	-7.0	1.4
CC1NC(=O)c2cccnc2-n2c1nc1ccccc1c2=O (centres undefined)	-8.1	.	-1.1	-7.9	8.2	10.6	11.2	-2.3	3.0	7.1	.
CC(C)(C(=O)O)n1cncn1	7.1	0.7	2.9	0.1	-2.0	-1.9	-1.8	3.0	13.8	1.1	1.4
Cn1ccnc1Sc1ccc(/C=N/NC(=O)c2ccccc2[N+](=O)[O-])cc1[N+](=O)[O-]	-9.2	-1.3	-9.2	-8.3	-6.4	-10.2	-1.1	-13.1	6.2	-0.4	-0.6
CC1(C)CC(=O)C2=C(C1)OC(N)=C(C#N)C2c1cn(-c2ccccc2)nc1-c1ccc(F)cc1 (centres undefined)	-25.4	0.4	-12.0	10.6	-9.8	-71.1	-0.6	-5.3	-55.6	-17.6	2.2
O=C(O)C(Cc1c[nH]c2ccccc12)N1C(=O)C2C3c4ccccc4C(c4ccccc43)C2C1=O (centres undefined)	-20.9	25.5	9.8	-6.3	1.3	15.6	-2.3	-1.5	16.5	-2.7	-2.6
CC1=C(C(=O)O)CC(S(=O)(=O)O)C1(C)C (centres undefined)	-10.4	6.4	12.7	12.3	-6.5	0.3	-1.3	3.9	4.6	-6.9	.
COc1ccc(CCN2CCCn3c2nc2c3c(=O)n(C)c(=O)n2C)cc1OC	1.0	-8.4	-16.4	-10.4	2.5	6.6	-0.1	2.4	8.5	20.1	.
Cn1ccnc1C(=O)C1CCCN(Cc2cn[nH]c2-c2ccc(-c3ccccc3)cc2)C1 (centres undefined)	-2.4	3.6	-18.9	-3.4	-8.4	-49.0	1.4	-8.4	-55.4	2.8	-0.4
CC(=O)N1CCCc2cc(S(=O)(=O)N3CCN(C4CCCCC4)CC3)ccc21	9.6	8.1	-2.1	5.9	-9.1	14.0	-0.1	-1.1	18.6	16.6	-2.7
O=C(O)c1ccc(-c2ncc[nH]2)cc1	5.6	-0.1	-16.7	2.6	3.2	0.8	0.0	-12.3	12.3	6.9	3.1
Cc1ccc(S(=O)(=O)C(C)C(=O)c2ccc3c(c2)OCCO3)cc1 (centres undefined)	6.0	-19.5	-11.1	4.9	6.9	-42.7	1.0	-6.9	-85.1	-13.0	1.0
Cc1ccc(-c2nc3cccnc3s2)cc1NS(=O)(=O)c1cccs1	36.6	.	-11.1	-35.7	-8.1	-21.5	3.4	-5.9	-95.6	-42.0	4.7
Cc1ccccc1C(C(=O)NCc1ccco1)N(CC1CCCO1)C(=O)Cn1nnc2ccccc21 (centres undefined)	-0.2	11.9	11.9	4.1	-19.5	6.8	-1.6	1.9	6.2	4.1	1.8
COc1cc(S(=O)(=O)NC2CCCCC2C)ccc1F (centres undefined)	20.3	-3.1	8.5	-10.7	9.3	18.7	0.7	10.7	13.0	8.7	-3.6
Nc1ccn(CCCN2CCN(C(=O)C3CC3)CC2)c(=O)n1	-11.3	.	11.4	10.5	-1.5	8.8	4.0	-2.2	7.7	-18.1	.
Cc1cccc(Nc2nc(NCc3ccco3)nc(N3CCOCC3)n2)c1	15.6	-13.1	34.7	-22.8	5.2	5.2	1.5	-27.4	13.3	1.0	-1.2
COc1ccc(Oc2coc3c(CN4CCOCC4)c(O)ccc3c2=O)cc1	3.4	5.5	-6.3	-5.7	-10.3	5.4	-2.1	2.0	6.8	-9.1	1.7
CC(=O)Nc1cc(-c2ccc(S(C)(=O)=O)cc2)cn2c(-c3ccc(F)cc3)cnc12	17.3	.	-6.6	-4.3	-16.8	5.9	0.2	.	-15.5	4.8	.
CN1CCC(C(=O)C(=O)O)C1=O (centres undefined)	5.1	-1.5	-9.1	2.2	-14.5	-8.4	6.9	-2.7	-0.3	3.1	.
CC(Oc1ccc(Cl)cc1Cl)c1ccnc2nc(N3CCOCC3)nn12 (centres undefined)	16.4	6.0	-6.8	-12.1	20.6	19.8	0.2	12.9	25.8	-5.7	2.6
